From PubChem
PG9 binder: small molecules binding HIV-1 gp120 antibody PG9. TR-FRET gp120-PG9 antibody binding. inhibition, % at 6.7 µM. 360,000 tested, 0.43% active. AID 624416; in the data active = inhibition above about 8.5%
DDE Tn7 FP inh: DD(E)-Tn7 binding inhibition, primary FP screen | P02675 | FP displacement of FITC-Tn7 peptide from fibrin DD(E); 0% = median of compound wells per plate | inhibition, % at 8.3 µM | 370,000 tested, 0.13% active;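 active = inhibition above the mean of compounds falling within the control limits plus 3 SD of them, cut at about 14% in these data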;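 also: 0% = plate median of compound wells and 100% = 10 µM Aha-Tn7 peptide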
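system = human fibrin DD(E) protein | quantity = DD(E) 2 µM final | medium = Tris/NaCl/CaCl2 buffer, pH 7.8 | also added = labelled Tn7 tracer, 0.1 µM | compound dosing = single point at 8.3 µM | timing = compound with protein 10 min, then 3 h after probe, room temperature | signal = FP measurement | benchmarks = Aha-Tn7 high control | repeats = one replicate per compound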
TCR-CD3 inh: human TCR-CD3 binding inhibition; TAMRA-labeled TCR probe fluorescence, biochemical; inhibition, % at 9.4 µM; 360,000 tested, 0.37% active; in the data active = inhibition above about 19%;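 also: recombinant mutant TCR 2C K166C tagged with TAMRA read by polarization; 0% = receptor in buffer alone and 100% = receptor with positive control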
UHRF1 binding: UHRF1 methyl-DNA binding inhibition; UHRF1 binding to methylated oligo, TR-FRET; inhibition, % at 4.4 µM; 370,000 tested, 0.75% active; AID 687016; in the data active = inhibition above about 21%;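 also: UHRF1 SRA domain binding a hemimethylated CpG hairpin DNA probe; 0% = median of test compound wells and 100% = reference inhibitor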
SIAE inh: inhibitors of human sialic acid acetylesterase SIAE; inhibition, % at 9.66 µM; SIAE FP-Rh probe binding, fluorescence polarization; Q9HAT2; 370,000 tested, 0.69% active;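 active = inhibition above a cutoff: mean of compounds within the control limits plus 3 SD of those, cut at about 17% in these data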;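 also: 0% = plate median of compound wells and 100% = probe without SIAE protein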
ABHD4 inh: inhibits mouse alpha/beta hydrolase domain 4; Q8VD66; purified mABHD4, FP-Rh probe fluorescence polarization; inhibition, % at 8.92 µM; 370,000 tested, 0.54% active; AID 720543;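 active = inhibition exceeding the mean over every tested compound plus 3 SD, cut at about 30% in these data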;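 also: 0% = plate median of compound wells and 100% = S159A mutant with DMSO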
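System: mouse ABHD4 enzyme, wild type / Medium: HEPES pH 7.0, NaCl, Pluronic buffer / Reagent: FP-Rh activity-based fluorescent probe / Control set: S159A mutant high control, sample median low control / Detection: fluorescence polarization with parallel and perpendicular emission, 525/598 nm / Schedule: 45 min + 60 min at 25 °C / Compound dosing: 8.92 µM, single dose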
HTRA1 inhibitor: inhibitors of human serine peptidase HTRA1; 340,000 tested, 0.5% active; Q92743; inhibition, % at 5.96 µM; AID 504803; recombinant HTRA1, FP-rhodamine activity-based probe, fluorescence polarization; in the data active = inhibition above about 36%;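 also: 0% = enzyme with DMSO and 100% = wells lacking enzyme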
Target sequence (Q92743 whole entry, looked up): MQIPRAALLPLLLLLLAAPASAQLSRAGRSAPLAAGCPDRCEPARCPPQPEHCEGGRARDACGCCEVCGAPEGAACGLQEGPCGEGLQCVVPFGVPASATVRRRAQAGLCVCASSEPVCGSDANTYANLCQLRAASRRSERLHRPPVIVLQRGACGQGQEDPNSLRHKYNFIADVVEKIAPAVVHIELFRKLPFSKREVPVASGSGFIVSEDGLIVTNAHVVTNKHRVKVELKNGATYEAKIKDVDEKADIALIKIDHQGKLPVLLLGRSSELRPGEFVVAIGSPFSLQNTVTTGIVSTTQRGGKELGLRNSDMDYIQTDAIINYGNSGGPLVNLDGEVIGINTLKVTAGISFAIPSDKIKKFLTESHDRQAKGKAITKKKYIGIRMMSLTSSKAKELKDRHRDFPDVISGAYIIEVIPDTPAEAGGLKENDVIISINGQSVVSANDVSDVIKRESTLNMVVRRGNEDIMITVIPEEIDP
PRMT1 inh: blocks human protein arginine methyltransferase 1 | Q99873 | recombinant PRMT1, activity-based probe fluorescence polarization | inhibition, % at 2.79 µM | 370,000 tested, 1.3% active;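 active = inhibition above about 21% made by adding two undisclosed values, limit read from the data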
TDP2 inh: blocks human TDP2 phosphodiesterase activity; O95551; recombinant TDP2, T5PNP hydrolysis, p-nitrophenol absorbance 415 nm; inhibition, % at 12.8 µM; 370,000 tested, 0.34% active; AID 720702;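 active = inhibition above the mean of all tested compounds plus 3 SD, set per campaign, cut at about 25% in these data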;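 also: 0% = DMSO with enzyme and 100% = buffer with substrate but no TDP2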
Target sequence (O95551 whole entry, looked up): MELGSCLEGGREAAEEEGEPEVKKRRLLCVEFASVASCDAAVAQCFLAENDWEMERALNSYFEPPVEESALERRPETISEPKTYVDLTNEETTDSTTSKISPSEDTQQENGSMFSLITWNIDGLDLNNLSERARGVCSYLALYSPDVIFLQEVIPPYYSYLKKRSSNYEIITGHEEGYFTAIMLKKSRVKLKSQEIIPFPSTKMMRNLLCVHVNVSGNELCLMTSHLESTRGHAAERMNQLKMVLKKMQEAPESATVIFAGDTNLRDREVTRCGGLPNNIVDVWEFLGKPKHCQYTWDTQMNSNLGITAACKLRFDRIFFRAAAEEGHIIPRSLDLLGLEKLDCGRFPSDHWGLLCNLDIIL
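Test system: Human TDP2 enzyme | Reagent: 5 mM T5PNP | Compound dosing: 12.8 µM single point, 1% DMSO | Incubation: Enzyme reaction with compound for 2 h at 37 °C | Technique: p-Nitrophenol epi absorbance | Read-out: % inhibition relative to enzyme-containing and enzyme-free wells | Benchmarks: High control without enzyme, low control DMSO plus TDP2 | Replicates: Singlicate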
LEDGF integ inh: blocks HIV-1 LEDGF/p75-dependent DNA integration; 370,000 tested, 0.64% active; inhibition, % at 3.7 µM; AID 743269; TR-FRET IN-LEDGF/p75 DNA integration, Eu/Cy5;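 active = inhibition above the screen-wide mean plus 3 SD, cut at about 13% in these data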;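 also: signal is the Cy5 over europium emission ratio at 671 and 618 nm; 0% = plate median of compound wells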
Numbers without * were called inactive; · = not tested or not shown.

Field names – A = PG9 binder; B = DDE Tn7 FP inh; C = TCR-CD3 inh; D = UHRF1 binding; E = SIAE inh; F = ABHD4 inh; G = HTRA1 inhibitor; H = PRMT1 inh; I = TDP2 inh; J = LEDGF integ inh
[1] COC(=O)C(Cc1c[nH]c2ccccc12)NC(=O)CCNC(=O)c1ccco1 (centres undefined)
  A: -2.0; B: -11; C: 2; D: 1; E: 1; F: 1; G: 7; H: 2; I: 8; J: 1

[2] O=C(CCN1CCN(S(=O)(=O)c2ccc(Cl)cc2)CC1)Nc1ccccc1F
  A: -0.7; B: 6; C: 2; D: 9; E: -1; F: -3; G: -1; H: -3; I: -11; J: -1

[3] CC(C)(C)[C@@H]1C=C(C(=O)NCc2ccccc2)O[C@H](OCc2ccc(CO)cc2)C1
  A: -3.0; B: 1; C: 5; D: -2; E: 0; F: -7; G: -20; H: 1; I: 3; J: 1

[4] COc1ccc(C)cc1S(=O)(=O)N1CCC(C(=O)NCCC2=CCCCC2)CC1
  A: -0.3; B: 0; C: -1; D: 2; E: -4; F: 2; G: -6; H: 2; I: 0; J: -3

[5] O=C(CCCCCn1c(=S)[nH]c2cc3c(cc2c1=O)OCO3)N1CCN(c2ccc(F)cc2)CC1
  A: 3.5; B: 4; C: -8; D: 0; E: 7; F: -2; G: -1; H: -1; I: -6; J: 1

[6] CCn1nc(C)cc1C(=O)N1CCCC(C(=O)c2ccccc2SC)C1 (centres undefined)
  A: 1.1; B: 6; C: 4; D: -2; E: -1; F: 0; G: 2; H: 3; I: -9; J: 0

[7] O=C1NC[C@@H](CCCCN2C[C@H](Cc3ccccc3)N(CC3CCCCC3)C(=O)C2=O)N(Cc2ccccc2)C1=O
  A: -0.8; B: -5; C: 5; D: 17; E: -8; F: -6; G: ·; H: 0; I: 2; J: 3

[8] COC(=O)Cc1nnn2c1[C@@H](C)[C@@H](c1ccccc1Br)OC[C@H](C)C2
  A: 0.8; B: 5; C: 6; D: 0; E: 2; F: 5; G: ·; H: -2; I: 2; J: 1

[9] COc1ccccc1N(CC(=O)Nc1cc(C)on1)S(=O)(=O)c1ccc(Cl)cc1
  A: 0.6; B: 8; C: -2; D: 2; E: -3; F: -2; G: -34; H: 1; I: -3; J: 2

[10] CCOC(=O)c1c(NC(=O)C2COc3ccccc3O2)sc2c1CC(C)(C)NC2(C)C (centres undefined)
  A: 0.3; B: 6; C: -2; D: 2; E: 0; F: 3; G: -24; H: 4; I: 3; J: -1

[11] CN1CCC(NC(=O)Cc2c(F)cccc2Cl)CC1
  A: -1.1; B: -4; C: -1; D: 0; E: -5; F: 2; G: -1; H: -2; I: 3; J: 0

[12] CCOc1ccccc1C(=O)N1CCN=C1SC
  A: -2.2; B: 3; C: 1; D: 20; E: 7; F: 5; G: 8; H: -1; I: -5; J: 0

[13] O=C1CN(C(=O)c2c(F)cccc2F)C(c2ccc(F)cc2)c2cc(Br)ccc2N1 (centres undefined)
  A: -1.4; B: 4; C: 4; D: -1; E: -5; F: -7; G: -36; H: 1; I: 7; J: 3

[14] Cc1ccc(C)c(NC(=O)CCN2CC(C)CC(C)C2)c1 (centres undefined)
  A: -1.3; B: 3; C: 3; D: 0; E: -3; F: -2; G: -7; H: -2; I: 0; J: -6

[15] CC1(C(=O)NCc2ccccc2Br)CCN1Cc1ccc(-c2ccccc2)o1 (centres undefined)
  A: -0.3; B: -9; C: 6; D: 1; E: 4; F: -2; G: ·; H: 12; I: -8; J: 5

[16] O=S(=O)(c1ccc(-c2n[nH]c(=S)o2)cc1)N1CCCCC1
  A: 1.5; B: 7; C: -6; D: -2; E: -2; F: -3; G: -1; H: 6; I: -17; J: 1

[17] CN1C2=CC=CC=CC2=[N+](C)C12C([N+](=O)[O-])=CC(=[N+]([O-])[O-])C=C2[N+](=O)[O-] (centres undefined)
  A: 0.4; B: -3; C: 9; D: -2; E: 1; F: 5; G: ·; H: 0; I: -4; J: -1

[18] CCCN(C(=O)c1ccco1)c1nnc(-c2ccccc2C)s1
  A: -1.1; B: 1; C: 4; D: 1; E: -3; F: -5; G: -18; H: -3; I: -8; J: 0

[19] CCN1CCN(CCCNC(=O)CCC(=O)N2CC(C)Oc3ccc(C)cc32)CC1 (centres undefined)
  A: -0.6; B: 2; C: 6; D: -1; E: 10; F: 2; G: -4; H: -6; I: -2; J: 4

[20] CC(C)c1csc(CN2CCCC(CCC(=O)NCc3ccccc3F)C2)n1 (centres undefined)
  A: -2.1; B: 2; C: 3; D: 0; E: 2; F: -2; G: 6; H: -2; I: 4; J: 2

[21] COc1ccc(-c2sc3ccc(N4CCOCC4)cc3c2-c2ccc(O)cc2)cc1
  A: -0.3; B: -2; C: -3; D: 4; E: 4; F: 10; G: 3; H: 1; I: 3; J: -2

[22] Nc1nnc(COc2ccccc2)s1
  A: 2.5; B: -10; C: 6; D: 2; E: 3; F: 1; G: -2; H: 7; I: 5; J: 1

[23] CC(NC(=O)CSc1ncccc1C(=O)O)C1CC2CCC1C2 (centres undefined)
  A: 0.1; B: -3; C: 4; D: 0; E: -2; F: -1; G: 3; H: -1; I: -19; J: 0

[24] COC(=O)C1=C(C)NC(=O)NC1c1ccccc1 (centres undefined)
  A: -0.2; B: 1; C: 0; D: -1; E: -2; F: -5; G: 9; H: 0; I: 10; J: -1

[25] CSCCC(=O)NC1CCCN(CCc2ccccc2)C1 (centres undefined)
  A: -2.6; B: -2; C: 5; D: -2; E: -4; F: -3; G: 10; H: -1; I: 1; J: -3

[26] CC[C@]1(C(=O)OC)[C@H]2C(=O)N(C)C(=O)[C@H]2[C@H]2CN=C(SCc3ccccc3)N21
  A: 0.2; B: -12; C: -5; D: -2; E: 10; F: 3; G: 5; H: 5; I: 8; J: 2

[27] COc1ccc2[nH]cc(/C=N/NS(=O)(=O)c3ccc(C)cc3)c2c1
  A: -2.3; B: 4; C: -2; D: 2; E: 9; F: 6; G: 13; H: 2; I: 7; J: 0

[28] COC(=O)C1=C(C)NC(=O)NC1c1ccc(OC(=O)c2ccco2)cc1 (centres undefined)
  A: 0.3; B: -2; C: 4; D: -3; E: 1; F: -3; G: -3; H: -4; I: 10; J: 1

[29] COc1ccc(-c2oc3ncn(CCN4CCOCC4)c(=N)c3c2-c2ccc(OC)cc2)cc1
  A: -0.7; B: 0; C: 2; D: -2; E: 6; F: 3; G: 2; H: -5; I: 5; J: 2

[30] Cc1cc(NC(=O)CSc2cn(CCNC(=O)c3ccc(F)cc3)c3ccccc23)no1
  A: 1.7; B: 3; C: 0; D: -1; E: -6; F: -5; G: -11; H: 1; I: 1; J: -1

[31] c1ccc(OCC2CCNCC2)nc1
  A: 0.3; B: -1; C: 3; D: 0; E: 2; F: 2; G: 0; H: -5; I: 1; J: 0

[32] Cc1noc(C)c1COC(=O)c1csc2c1CCCC2
  A: -0.2; B: 6; C: 6; D: -1; E: 10; F: 1; G: -2; H: 0; I: -13; J: -4

[33] COc1ccc(N2C(=O)c3n[nH]c(C(C)C)c3C2c2ccc(C)cc2)cc1 (centres undefined)
  A: 0.5; B: 7; C: -4; D: 1; E: -7; F: -8; G: ·; H: -2; I: -5; J: -2

[34] COc1ccc(NC(=O)CNC(=O)c2nn(-c3ccc(OC)c(Cl)c3)c(=O)c3ccccc23)c(OC)c1
  A: -0.4; B: 0; C: 6; D: 3; E: -4; F: -11; G: 6; H: 1; I: 5; J: 2

[35] CCCCn1c(N)c(N(CCOC)C(=O)COC(=O)COc2c(C)cccc2C)c(=O)[nH]c1=O
  A: 1.5; B: 3; C: 0; D: 4; E: 6; F: -3; G: -1; H: 1; I: -10; J: -3

[36] CC(=O)Nc1ccc(N2C(=O)CSC2c2cccc([N+](=O)[O-])c2)cc1 (centres undefined)
  A: -2.7; B: -1; C: 0; D: 0; E: -1; F: -3; G: -5; H: -4; I: 3; J: 2

[37] CC(C)CCC1(C)NC(=O)N(CC(=O)c2ccc[nH]2)C1=O (centres undefined)
  A: 0.9; B: 2; C: 2; D: 1; E: -3; F: 11; G: 8; H: 6; I: 3; J: -1

[38] CC(C)(C)c1ccc(C(=O)NC(=S)NCc2ccco2)cc1
  A: -2.0; B: 3; C: 0; D: 1; E: -2; F: -12; G: -26; H: -1; I: -1; J: 4

[39] CCc1ccccc1NC(=O)NCCN1CCCCC1
  A: -2.6; B: -2; C: -7; D: 4; E: -8; F: 1; G: 8; H: -6; I: 9; J: 0

[40] O=C(CN1C(=O)c2ccccc2S1(=O)=O)NC1CCCC1
  A: -1.4; B: -1; C: 22*; D: -1; E: 4; F: 3; G: 5; H: 3; I: -5; J: 5

[41] Cc1ccc(C(=O)N/C(=C\c2ccc(F)cc2)C(=O)NCCN2CCOCC2)cc1
  A: -0.1; B: 2; C: 7; D: -5; E: 5; F: 1; G: 2; H: -2; I: -2; J: 3

[42] O=C(C=C=Nc1ccccc1)C(=O)N=C=Cc1ccccc1
  A: -0.8; B: 0; C: 0; D: 0; E: -4; F: 7; G: 4; H: 5; I: 0; J: 3

[43] COc1ccc(/C=N\NC(=O)c2cc(O)c(O)c(O)c2)cc1CN1CCN(c2ccc(F)cc2)CC1
  A: -3.8; B: 1; C: 23*; D: 11; E: 30*; F: 29; G: 83*; H: 7; I: 4; J: 20*

[44] O=C1NC[C@H](CCCCN2C[C@H](Cc3ccccc3)N(Cc3ccccc3)C(=O)C2=O)N(CCc2ccccc2)C1=O
  A: 0.9; B: 6; C: -11; D: 2; E: 5; F: 3; G: ·; H: 4; I: -5; J: -4

[45] Cc1nc(S/C(=C/c2ccc(-c3ccc(Cl)cc3)o2)C(=O)O)n[nH]1
  A: 0.1; B: 3; C: 5; D: 4; E: 4; F: 7; G: -4; H: 6; I: 5; J: 3

[46] COC(=O)C1=C(C)N(Cc2cccc(C(F)(F)F)c2)C(=NCc2ccc3c(c2)OCO3)NC1c1ccc(Cl)cc1 (centres undefined)
  A: 3.1; B: -7; C: 9; D: 1; E: -3; F: 40*; G: ·; H: 7; I: -10; J: -2

[47] CCC(=O)Nc1ccc2c(c1)C(=O)N(C)[C@@H]1CC[C@@H](CC(=O)NCc3ccc(OC)cc3)O[C@H]1CO2
  A: ·; B: 2; C: ·; D: 4; E: 3; F: 1; G: ·; H: 5; I: -7; J: -2

[48] Cn1c(=O)oc2cc(S(=O)(=O)Nc3ccc4c(c3)OCCO4)ccc21
  A: 4.1; B: -2; C: -2; D: 1; E: 5; F: -3; G: -4; H: 5; I: -10; J: 5

[49] CCC1Sc2ccccc2N(CC(=O)NCc2ccccc2OC)C1=O (centres undefined)
  A: 0.7; B: -5; C: 0; D: 2; E: 2; F: 1; G: 2; H: -1; I: 0; J: 2

[50] Cc1ccc(S(=O)(=O)N2CCN(CCc3ccncc3)CC2)cc1
  A: -1.5; B: -1; C: -2; D: 1; E: -4; F: 5; G: -7; H: 2; I: -4; J: 2
